GPR55 beta-arrestin – GPR55 agonists via beta-arrestin recruitment, primary screen, imaging, U2OS cells, beta-arrestin-GFP redistribution (AID 1961); one-dose activation, % at 10 µM; EC50 in µM for titrated hits; G-protein coupled receptor 55 (Homo sapiens); hit rate 0.048% among 290,000; U2OS GPR55 beta-arrestin-GFP redistribution imaging; higher % means a stronger effect;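 active = activation above 40% with more than 50 cells counted in the well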;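 note: U2OS osteosarcoma cells stably expressing GPR55 and beta-arrestin-GFP; plate controls were DMSO negative control for no effect and LPI positive control for full effect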
Myeloid diff 2 – induction of myeloid progenitor differentiation, primary screen, cell-based, flow cytometry, MLPCN library; ER-HoxA9 myeloid progenitors, lysozyme-GFP differentiation; calls only at 10 µM; hit rate 1% among 360,000; AID 624256, 2012;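 active = normalized GFP-positive differentiation at or above the plate's own cutoff, the solvent-only control mean plus 3 SD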;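 note: cells exposed to compound for four days before flow analysis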
HEK293 NOD2/NF-kB – NOD2 signaling inhibitors, cell-based, luminescence, uHTS, HEK293 (AID 1566); inhibition, % at 4 µM, or EC50 in µM where a hit was titrated; hit rate 0.63% among 290,000; HEK293 NOD2/NF-kB luciferase reporter, luminescence; higher % means a stronger effect; note: many of its hits are not listed in these tables
T cell HTS – modulators of CD8 T cell-vesicle binding, primary screen, mouse 2C CD8+ T cells, flow cytometry | 2C CD8+ T cell-vesicle binding; active compounds read low | calls only at 7 µM | hit rate 0.068% among 330,000 | AID 2052, 2009;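 active = response, share of CD8 T cells binding vesicles, and their 90th percentile fluorescence all below set limits, cut at about 80% in these data, passing the limit was not always enough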
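Test system: purified 2C TCR transgenic mouse naive CD8+ T cells. Probe or stimulus: QL9-peptide-loaded Drosophila micro-vesicles bearing Ld, ICAM-1 and B7-1. Incubation: binding step 1.5 h, 37 °C, antibody labelling 20 min, ice. Measured by: flow cytometry of vesicle-bound cells.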
NOD1 inhibition – NOD1 signaling inhibitors, primary screen, cell-based, luminescence, uHTS (AID 1578); NOD1-driven NF-kB luciferase reporter cells, luminescence; higher % means a stronger effect; inhibition, % at 4 µM; hits with a dose series show EC50 in µM; hit rate 1% among 290,000; in the data active = inhibition mostly above about 36%, no sharp cut-off; inactive = mostly below about 34%;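 note: HEK-293T reporter cells stimulated with the NOD1 agonist gamma-tri-DAP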
NTR1 ag – agonists of NTR1, primary screen, imaging, U2OS cells, beta-arrestin-GFP, high content (AID 493036); Neurotensin receptor type 1 (Homo sapiens), P30989; NTR1-U2OS beta-arrestin-GFP spot imaging, agonist mode; activation, % at 20 µM; hit rate 0.17% among 330,000;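 active = activation at or above 40% of the spot to cytoplasm intensity ratio, with at least 20 cells analyzed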;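 note: 0% = DMSO without peptide and 100% = 100 nM NTR1 peptide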
Target sequence (P30989 whole entry, looked up): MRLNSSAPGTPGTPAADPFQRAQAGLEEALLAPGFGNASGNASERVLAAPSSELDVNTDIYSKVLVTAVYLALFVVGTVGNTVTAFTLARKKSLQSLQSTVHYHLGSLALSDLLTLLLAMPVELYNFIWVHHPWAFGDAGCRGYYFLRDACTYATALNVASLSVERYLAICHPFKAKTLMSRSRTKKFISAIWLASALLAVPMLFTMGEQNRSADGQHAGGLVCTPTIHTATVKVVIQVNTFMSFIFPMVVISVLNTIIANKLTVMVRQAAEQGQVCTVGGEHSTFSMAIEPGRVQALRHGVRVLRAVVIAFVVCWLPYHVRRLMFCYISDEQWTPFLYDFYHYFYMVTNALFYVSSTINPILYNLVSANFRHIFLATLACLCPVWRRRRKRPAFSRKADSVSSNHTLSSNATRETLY
KOR beta-arrestin-1 – KOR antagonists, beta-arrestin recruitment, cell-based, luminescence, uHTS (AID 1778). KOR beta-arrestin recruitment, luminescence, antagonist mode; higher % means a stronger effect. inhibition, % at 10 µM, or IC50 in µM where a hit was titrated. hit rate 0.091% among 290,000; note: strong numbers were not always called active
KOR beta-arrestin-2 – KOR agonists, beta-arrestin recruitment, primary screen, cell-based, luminescence, uHTS (AID 1777); KOR beta-arrestin recruitment, luminescence; higher % means a stronger effect; Kappa-type opioid receptor (Homo sapiens); hit rate 0.02% among 280,000; activation, % at 10 µM, or EC50 in µM where a hit was titrated; in the data active = activation above about 50%, passing the limit was not always enough; note: a part of the inactive calls stands beside numbers as strong as those of hits
GPR55 LPI antagonism – GPR55 antagonists blocking LPI-driven arrestin recruitment, primary screen, imaging, U2OS, beta-arrestin-GFP, LPI agonist (AID 2013) | G-protein coupled receptor 55 (Homo sapiens) | U2OS GPR55 beta-arrestin-GFP translocation imaging, LPI antagonism; higher % means a stronger effect | one-dose inhibition, % at 10 µM; IC50 in µM for titrated hits | hit rate 0.13% among 290,000;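 active = spots per cell inhibited over 60%, with over 100 cells counted and total cytoplasm intensity under 500,000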;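 note: U2OS cells stably carrying GPR55 and arrestin-GFP stimulated by 5 µM LPI near EC80; imaged beta-arrestin-GFP aggregate spots per cell after agonist stimulation; plate controls were LPI-stimulated DMSO wells for no effect and DMSO wells without LPI for full effect; some results filed as inactive read as strong as hits; confirmed hits need IC50 under 10 µM and bright autofluorescent wells are also inconclusive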
T cell HTS vesicle-bound % – recorded beside T cell HTS, whose call it bears; double positive events, %; measured here: CD8+ vesicle-bound cell fraction;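 binding gate set so that unloaded-vesicle control wells show 10% double positive cells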
NTR1 ag cell count 20 µM – second read-out of NTR1 ag, no call of its own (marks repeat the call); cell count; measured here: cell count, cytotoxicity flag
Myeloid diff 2 GFP+ MAC1+ % – second read-out of Myeloid diff 2, no call of its own (marks repeat the call); GFP+ MAC1+ double positive, %; measured here: differentiation confirmed by MAC1 staining
* marks the source's active call; other numbers are inactive results; i = inactive; x = no result given; [ ] = remark or other dose. Cut-off read from the data, not from the text of the source, unless noted: active = inhibition above about 50%; inactive = the rest. Only part of the results is shown; count on the stated rates, not on these rows.

The line under a structure holds: GPR55 beta-arrestin, Myeloid diff 2, Myeloid diff 2 GFP+ MAC1+ %, HEK293 NOD2/NF-kB, T cell HTS, T cell HTS vesicle-bound %, NOD1 inhibition, NTR1 ag, NTR1 ag cell count 20 µM, KOR beta-arrestin-1, KOR beta-arrestin-2, GPR55 LPI antagonism
NC(=O)c1ccccc1NC(=O)c1ccccc1F
 : -0.1%, i, 1.2, -2.4%, i, 17.2, -23.2%, -1.4, 36, 9.8%, -1.6%, 9.4%
COc1ccc(Cl)cc1N(CC(=O)N/N=C/c1ccc(OC(C)C)cc1)S(=O)(=O)c1ccc(C)c([N+](=O)[O-])c1
 : -0.2%, i, 0.8, -47.8%, i, 40.4, -14.1%, 1.8, 68, -6.3%, 0.0%, -5.9%
COc1ccc(C(=O)NCC(=O)N/N=C(\C)c2ccco2)cc1OC
 : 0.0%, i, 1.4, 11.2%, i, 26.7, -2.8%, 0.5, 47, 14.0%, -3.7%, -3.3%
CCCNC(=O)c1ccccc1NC(=O)C1=CSCCO1
 : -0.4%, i, 3.2, 12.3%, i, 28.8, -4.8%, 0.4, 39, 6.3%, -0.1%, 3.0%
Cc1ccc(NC(=O)CCNC(=O)c2ccc(Cl)cc2)cc1F
 : 0.6%, i, 0.0, 9.4%, i, 41.5, -16.4%, 0.2, 84, -13.0%, 8.3%, 2.3%
O=C(CSCc1ccccc1Br)N/N=C/c1ccc(OCC(=O)N2CCCCC2)cc1
 : -0.3%, i, 0.6, 18.5%, i, 44.6, 19.4%, -1.1, 55, -4.5%, -3.1%, -2.6%
C=CCNC(=S)NNC(=O)CCC(O)COCCC(C)C (stereo unspecified)
 : -0.4%, i, 0.6, -0.1%, i, 34.8, -18.4%, -0.5, 43, -28.1%, -1.2%, -13.3%
CC(C)(C)CC(=O)N1CCC(c2nc3c(nnn3Cc3c(F)cccc3Cl)c(=O)[nH]2)CC1
 : 1.0%, i, 0.7, 18.5%, i, 52.3, -21.8%, 1.6, 92, 5.5%, 1.0%, 5.9%
Cc1ccc(C(=O)C2=C(O)C(=O)N(c3ncccn3)C2c2ccc(F)cc2)o1 (stereo unspecified)
 : 0.2%, i, 0.3, 2.2%, i, 20.2, -7.8%, 0.1, 61, -3.2%, 4.1%, 1.8%
Cc1c(Br)c([N+](=O)[O-])nn1CCCC(=O)NC(C)c1ccccc1 (stereo unspecified)
 : -0.6%, i, 0.4, 15.5%, i, 44.6, -24.0%, 1.4, 66, -12.1%, -3.1%, 6.5%
O=C(COC(=O)C1CC1)Nc1ccc2c(c1)OCO2
 : 0.0%, i, 0.3, 3.9%, i, 37.8, -26.8%, -0.8, 58, 15.5%, -2.0%, 19.1%
CSc1nnc(-c2ccccc2)c(=O)[nH]1
 : 0.2%, i, 0.8, 10.7%, i, 53.4, -12.1%, -0.3, 93, -14.1%, -4.1%, 7.8%
O=C(COc1cccnc1[N+](=O)[O-])NCCc1ccc(Cl)cc1
 : -0.3%, i, 0.2, 1.1%, i, 38.2, -14.2%, 0.5, 55, -0.3%, -5.0%, 0.7%
Cc1ccc(S(=O)(=O)N2CCCCC2)cc1C(=O)NCc1ccncc1
 : -0.3%, i, 3.7, 7.1%, i, 32.8, -30.6%, 0.2, 60, 10.5%, 4.5%, 3.1%
COc1ccc2c(C)nc(Nc3nc(C)cc(C)n3)nc2c1
 : -0.2%, i, 1.1, -5.1%, i, 18.2, -14.0%, 0.8, 86, 32.9%, -0.6%, -3.0%
COc1ccccc1-c1c(C#N)c(SCC(=O)N2CCCC2)nc(C)c1C(N)=O
 : 0.4%, x, x, 3.8%, x, x, 1.4%, x, x, 10.9%, 1.1%, 12.4%
Cc1cc(NC(=O)CSc2nnc(COc3cccc(C)c3C)n2C)no1
 : -0.2%, i, 8.3, 7.2%, i, 31.4, -19.2%, 0.3, 68, -6.5%, 2.6%, 1.4%
CCOc1ccc2oc(=O)cc(CN3CCN(Cc4ccccc4)CC3)c2c1
 : 1.2%, i, 0.3, 14.0%, i, 42.5, -15.6%, 1.3, 61, -10.1%[20 µM], -4.1%, 10.2%
Cc1ccc(C(=O)Nc2ccnc(-c3cccnc3)n2)cc1
 : 0.1%, i, 0.6, -32.7%, i, 43.7, -49.8%, 1.4, 31, 5.2%, -0.8%, 8.7%
CC(C)(C)n1nnnc1CN(Cc1ccc(F)cc1)Cc1ccco1
 : 0.2%, i, 0.7, -1.5%, i, 12.0, -16.3%, 0.0, 90, 1.1%, -1.9%, 53.0%
CCOc1ccc(-n2c(C)nc3cc(C(=O)NCCCN4CCOCC4)ccc32)cc1
 : -0.1%, i, 0.3, -11.7%, i, 40.9, 15.3%, -0.2, 44, -26.3%, -1.5%, -5.9%
COc1ccc(CCOC(=O)CNC(=O)c2ccc(Cl)cc2Cl)cc1
 : 0.3%, i, 5.6, 3.5%, i, 56.3, -21.7%, -0.7, 48, -29.8%, 4.6%, -3.9%
CCOC(=O)C1CCCN(C2CC(=O)N(c3ccc(C(C)C)cc3)C2=O)C1 (stereo unspecified)
 : 0.1%, i, 0.2, -3.4%, i, 57.4, 16.8%, -0.5, 88, -8.7%, 6.5%, -7.4%
Cc1ccc(NC2CCCN(C(=O)c3cccc4nccnc34)C2)cc1C (stereo unspecified)
 : 0.3%, i, 0.7, -6.3%, i, 6.3, -12.6%, 0.0, 56, 29.5%, -9.6%, 10.3%
Cc1ccc(-c2n[nH]c(=O)c3ccccc23)cc1S(=O)(=O)Nc1ccc(F)cc1
 : 0.0%, i, 0.5, 14.5%, i, 53.0, 3.9%, 5.6, 63, 15.7%, 1.8%, -3.5%
Cc1[nH]c2ccccc2c1C(=O)C(=O)NC1CC1
 : 0.0%, x, x, 5.3%, i, 68.9, -24.8%, 1.4, 55, -24.4%, 6.3%, 2.1%
Cc1ccccc1OCc1csc(N)n1
 : 0.9%, i, 0.2, -21.7%, i, 10.5, 16.1%, 1.2, 28, -51.2%, 3.8%, -12.6%
CCCN(CCC)C(=O)CC(c1ccccc1)c1ccc(C)cc1O (stereo unspecified)
 : -0.1%, i, 8.0, 0.8%, i, 53.6, 26.1%, -0.7, 57, -21.6%, 10.6%, 10.8%
O=C1NN(c2ccc(F)cc2)C(=O)/C1=C\C=C\c1ccco1
 : -0.2%, i, 1.0, 3.1%, i, 25.4, -13.4%, -0.5, 48, 5.4%, -5.3%, 4.1%
O=C(NCCN1CCOCC1)c1ccccc1-c1ccccc1
 : 0.3%, i, 0.0, 0.8%, i, 57.7, -19.9%, -1.3, 67, 7.5%, -4.1%, -7.2%
c1ccc2nc(-c3ccc(N4CCOCC4)cc3)ccc2c1
 : -0.3%, i, 1.0, -59.7%, i, 38.4, 11.0%, 1.7, 77, 27.5%, 2.9%, 1.0%
COc1ccccc1-c1ccc(C(=O)O)o1
 : -0.1%, i, 0.4, -90.3%, i, 0.9, -37.6%, -1.0, 48, 13.0%, 0.3%, 9.9%
CCN(CC)c1ccc(C2Nc3cccc4cccc(c34)N2)cc1
 : 0.7%, i, 0.2, -5.0%, i, 61.5, 29.2%, 0.1, 60, -62.8%[20 µM], 4.7%, -4.3%
CCCCSc1nc(C)cc(SCC(=O)N/N=C/c2cccc(OC)c2O)n1
 : 0.0%, i, 0.7, 27.6%, i, 18.2, 42.0%, 5.3, 40, 12.7%, -0.6%, -10.4%
Cc1ccc(/C=C/c2nnc(-c3ccc(C)cc3)o2)cc1
 : -0.1%, i, 1.3, -40.3%, i, 64.9, 2.2%, 2.8, 51, 6.3%, -0.6%, 10.0%
CCN1CCN(c2nc(Nc3cccc(C)c3)nc(N)c2[N+](=O)[O-])CC1
 : -0.1%, i, 0.1, 14.3%, i, 34.1, -17.4%, -0.8, 72, -20.6%, 0.1%, -2.5%
O=C(N/N=C/c1ccc2c(c1)OCO2)/C(=C/c1ccc2c(c1)OCO2)NC(=O)c1ccccc1
 : -0.1%, i, 1.3, 3.2%, i, 58.9, -7.1%, -0.5, 35, -22.1%, 0.9%, 16.3%
Cc1ccc(NC2Sc3ccccc3NC2=O)cc1Cl (stereo unspecified)
 : 0.2%, i, 0.1, 9.9%, i, 60.4, 3.9%, 50.8*, 77*, 8.5%, 3.6%, -7.1%
O=C(NC1CCN(S(=O)(=O)c2ccc(F)cc2)CC1)c1cccnc1
 : -0.1%, i, 0.2, -3.2%, i, 14.7, 1.1%, 0.4, 47, -12.2%, -0.5%, 4.1%
CCCCNC(=O)C1CC(c2cccc(F)c2)=NO1 (stereo unspecified)
 : -0.1%, i, 1.1, -42.6%, i, 33.0, -8.0%, -5.2, 56, 23.3%, -0.5%, 0.0%
CCOC(=O)C(C)n1cnc2c(nnn2-c2ccc(F)cc2)c1=O (stereo unspecified)
 : 0.0%, i, 2.4, 2.2%, i, 26.2, -3.4%, -1.9, 66, -2.7%[20 µM], -3.9%, 6.5%
Cc1occc1C(=O)N/N=C/c1cnn(C)c1C
 : -0.1%, i, 0.3, -9.9%, i, 7.1, -55.1%, 0.9, 76, 4.8%, -2.8%, 0.6%
COCCN(CCOC)S(=O)(=O)c1ccc(C(=O)Nc2nnc(CSC)o2)cc1
 : -0.3%, i, 0.2, 12.1%, i, 46.2, -54.5%, -1.1, 76, -19.4%, -0.5%, 2.8%
CCCN1C(=O)c2cc(C(=O)NCc3cccs3)ccc2C1O (stereo unspecified)
 : 0.3%, x, x, 7.1%, x, x, -10.7%, x, x, -1.1%, -1.0%, -0.8%
CCOC(=O)c1c(NC(=O)C2CCCCC2)sc2c1CCN(CC)C2
 : 1.1%, i, 2.6, 4.4%, i, 24.1, 27.6%, 9.7, 58, -47.5%[20 µM], -2.5%, -2.8%
Cc1cc(C)n2nc(SCC(=O)Nc3ccccc3C)nc2n1
 : -0.2%, i, 7.4, 8.7%, i, 22.4, 27.6%, -1.5, 45, 16.8%, 2.6%, -4.2%
Cc1ccc(NC(=O)C(=O)NC(C)C2COc3ccccc3O2)cc1 (stereo unspecified)
 : 0.2%, i, 0.7, 5.5%, i, 34.2, 6.5%, 14.4, 52, -19.2%, 3.5%, 2.2%
COc1ccc(Cl)cc1N(CC(=O)Nc1ccccc1C(=O)NCc1ccco1)S(C)(=O)=O
 : -0.1%, i, 0.5, -5.3%, i, 5.7, 5.7%, 3.3, 54, -54.2%, 1.7%, -5.3%
